# TRHR agonist: activates the human TRH receptor; TRHR cells, calcium flux fluo-8, FDSS agonist mode; activation, % at 2 µM; hit rate 0.18% among 360,000; in the data active = activation above about 30%; note: 0% is about no effect
#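 TRHR-expressing cells, plated overnight in medium with 10% serum, were loaded with fluo-8 calcium dye at room temperature. After a 10 s baseline, library compound was pin-added and calcium release was recorded kinetically (ex 480/em 530) as agonist response.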
# TrxR1 substrate: rat thioredoxin reductase 1 substrate activity | O89049 | purified TrxR1 substrate turnover, NADPH consumption readout | Potency, µM (doses to about 114 µM), without a hit: at the top dose activity change, negative = substrate turnover | hit rate 0.01% among 390,000 | AID 588456; note: potency is the fitted concentration of half-maximal effect; % is set by controls: 0 for no effect and ±100 for the full control effect; nearly all actives have a fitted effect of over 50% in size
#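 Rat TrxR1, dispensed at 90 nM, was prereduced with 400 uM NADPH (final) for 5 min at ~22 deg C, then incubated with compound 15 min before 400 uM selenite. A first-read NADPH fluorescence drop versus no-compound background flagged substrates.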
# TRHR enhancer: TRH receptor (human) allosteric enhancement; P34981; enhancement, % at 2 µM; TRHR cells, fluo-8 calcium fluorescence, EC20 TRH enhancement; hit rate 0.66% among 360,000; in the data active = enhancement above about 30%; note: 0% is about no effect
#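 TRHR-expressing cells loaded with fluo-8 calcium dye were read kinetically (ex 480/em 530) during compound addition, then stimulated with an EC20 of TRH (10 nM final). Enhancement of the Gq-mediated intracellular calcium response was scored.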
# PI4K2A inh: PI4K2A (human) kinase inhibition. purified PI4K2A, ADP-Glo luminescence, 1 h; active compounds read low. activity change, negative = inhibition, % at 76.9 µM. hit rate 0.13% among 420,000. AID 1346378; in the data active = activity change below about -50%; inconclusive = mostly about -30% to -49%;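 note: -100% = wells without enzyme as full effect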
#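 ADP-Glo luminescence measured ADP generated by PI4K2A enzyme (4 ug/mL before mixing) with 1.2 mM PI substrate (pre-mix) and 300 microM ATP (pre-mix). Tris pH7.5 buffer with MgCl2, Triton X-100; 1 h reaction at ambient temperature.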
# IDH1 R132H inh: human IDH1 R132H inhibition; AID 602179; IDH1-R132H enzyme, NADPH consumption, diaphorase/resazurin fluorescence; Potency, µM (doses to about 76.6 µM), inactives show at the highest dose activity change, negative = inhibition, hits mostly inhibitors; hit rate 0.093% among 390,000; O75874; note: potency is the fitted concentration of half-maximal effect; % is set by controls: 0 for no effect and ±100 for the full control effect; nearly all actives have a fitted effect of over 65% in size
#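 IDH1-R132H (0.5 ug/mL) preincubated 30 min with compound, then NADPH (0.016 mM) and alpha-KG (2 mM) added; 80 min at RT, pH 7.5. Remaining NADPH coupled via diaphorase/resazurin to fluorescence (540/590 nm); concentration-response curves normalized to no-enzyme control.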
# TrxR1 inh: rat TrxR1 inhibition | hit rate 1% among 390,000 | recombinant rTrxR1, NADPH fluorescence consumption, selenite substrate | O89049 | AID 588453 | Potency, µM (titrated, usually from 114 µM), for inactives: at the top dose activity change, negative = inhibition, most hits filed as inhibitors; note: potency is the fitted concentration of half-maximal effect; % is set by controls: 0 for no effect and ±100 for the full control effect; nearly all actives have a fitted effect of over 65% in size
#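 Rat TrxR1 (90 nM in the dispensed reagent) was pre-reduced with 400 uM NADPH for 5 min at room temperature, then incubated with compound for 15 min. After 400 uM selenite was added, NADPH fluorescence (Ex 340/Em 450 nm) was followed for 8 min.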
# D2 antagonist: D2 dopamine receptor (human) antagonism; P14416; HEK293 TREx D2 cells, calcium flux, dopamine EC80; inhibition, % at 10 µM; hit rate 2% among 340,000; AID 485344; in the data active = inhibition above about 30%; note: 0% is about no effect
#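 In this primary screen, negative modulation is detected by tracking calcium flux after an EC80 dopamine challenge in inducible HEK293 T-REx D2 cells preexposed to test compound for 180 s.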
# D2 agonist: activates the human D2 dopamine receptor; hit rate 0.53% among 340,000; AID 485358; HEK293 T-REx D2 cells, calcium flux agonist mode; activation, % at 2 µM;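 active = activation over 3 SD above normal in the single-dose calcium agonist read, cut at about 30% in these data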; note: 0% is about no effect
#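 HEK293 Trex D2 cells, tetracycline-induced, o/n 30 C 5% CO2; no-wash Ca dye, RT 30–90 min; 10-cycle baseline, 23 nl cpd added, kinetic Ca read 180 s; agonist hits = positive Ca response.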
# USP1-UAF1 inh: inhibitors of human USP1/UAF1 deubiquitinase. O94782. recombinant USP1/UAF1, Ub-Rhodamine cleavage fluorescence. Potency, µM (doses to about 57.1 µM), inactives show at the highest dose activity change, negative = inhibition, actives largely listed as inhibitors. hit rate 0.23% among 390,000; note: potency is the fitted concentration of half-maximal effect; % is set by controls: 0 for no effect and ±100 for the full control effect; nearly all actives have a fitted effect of over 60% in size; inactives centre near -12
# Target sequence (O94782 whole entry, looked up): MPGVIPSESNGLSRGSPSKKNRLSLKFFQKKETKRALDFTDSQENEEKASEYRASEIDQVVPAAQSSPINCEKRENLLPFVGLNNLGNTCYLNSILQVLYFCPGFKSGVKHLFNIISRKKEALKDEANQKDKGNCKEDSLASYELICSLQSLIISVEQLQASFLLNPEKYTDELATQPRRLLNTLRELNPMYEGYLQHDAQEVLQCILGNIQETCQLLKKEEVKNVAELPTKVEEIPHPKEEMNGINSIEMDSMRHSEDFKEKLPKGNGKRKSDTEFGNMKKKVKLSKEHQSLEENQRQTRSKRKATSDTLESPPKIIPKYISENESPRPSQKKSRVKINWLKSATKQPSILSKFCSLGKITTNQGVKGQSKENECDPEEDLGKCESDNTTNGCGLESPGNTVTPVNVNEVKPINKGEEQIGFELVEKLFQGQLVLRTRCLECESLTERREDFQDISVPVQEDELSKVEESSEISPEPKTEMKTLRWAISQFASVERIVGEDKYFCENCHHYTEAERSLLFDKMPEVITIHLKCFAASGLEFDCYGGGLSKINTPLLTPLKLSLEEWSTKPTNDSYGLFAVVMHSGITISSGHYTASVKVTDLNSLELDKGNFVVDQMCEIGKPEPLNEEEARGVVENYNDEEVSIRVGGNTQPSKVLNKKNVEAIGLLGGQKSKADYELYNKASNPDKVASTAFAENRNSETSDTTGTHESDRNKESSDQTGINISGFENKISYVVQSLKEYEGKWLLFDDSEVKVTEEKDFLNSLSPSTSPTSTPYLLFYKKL
#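 USP1/UAF1 complex at 1 nM was preincubated with compound for 15 min at room temperature, then Ub-Rho substrate (150nM final) was added. Fluorescence (480/540 nm) was read kinetically, 6 reads every 60 seconds.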
# The depositor's hits bear a star; ? = inconclusive; . = not tested or not shown; & = joins results of further samples; [ ] = dose if it differs, or a comment. Unless noted, calls come from the whole dose curve; as a rule, active = well fitted inhibition curve with a large enough effect; inconclusive = small, poorly fitted or top-dose-only effect; inactive = no such curve, though single readings can be large or run the other way.
SMILES,TRHR agonist,TrxR1 substrate,TRHR enhancer,PI4K2A inh,IDH1 R132H inh,TrxR1 inh,D2 antagonist,D2 agonist,USP1-UAF1 inh
O=[N+]([O-])c1ccc(CP(=O)(c2ccccc2)c2ccccc2)cc1,-0.3,-7%,0,1,6%,-2%,6,1.4,3%
FC(F)(F)c1cc(C(F)(F)F)c2ccc(N3CCN(c4ncccn4)CC3)nc2n1,-0.2,13%,-3,7,8%,32%,-1,-0.6,-22%
C=CCn1c(SCC(=O)Nc2cccc(S(=O)(=O)N(C)c3ccccc3)c2)nnc1C1CC1,-0.3,-9%,18,3,6%,-7%,0,-1.1,-5%
COc1cc(NC(=O)CN2CCC(C(N)=O)(N3CCCCC3)CC2)c(OC)cc1Cl,-0.1,7%,-4,1,-2%,6%[57.1 µM],-1,0.4,-11%
CC1=C(C(=O)OC(C)C)C(c2c(O)ccc3ccccc23)NC(=O)N1 (centres undefined),0.1,-1%,-1,3,10%,7%,12,0.5,-21%
COc1ccc2c(-c3ccccc3)cc(SCC(=O)NC(N)=O)nc2c1,0.6,5%,24,5,-1%,17%,0,1.6,-19%
Cc1cc(/C=N/NC(=O)c2ccc(O)cc2)c(C)n1C1CC1,0.0,-4%,-6,-5,0%,3%[57.1 µM],-8,-0.3,-5%
Cc1cc(C)c(S(=O)(=O)NCC(=O)O)cc1C,-0.4,4%[11.4 µM],3,0,0%,-4%[11.4 µM],7,0.2,-9%
CCC(CC)NC(=O)Cc1ccc(S(=O)(=O)N2CCOCC2)s1,0.3,-6%,-2,-4,7%,17%[57.1 µM],.,.,-20%
Cc1ccc(NC(=O)CN2c3ccccc3S(=O)(=O)c3ccccc32)cc1F,1.9,1%,10,0,-17%,12%,.,.,-33%

# A draw from above in order of SMILES length, highest first.
SMILES,TRHR agonist,TrxR1 substrate,TRHR enhancer,PI4K2A inh,IDH1 R132H inh,TrxR1 inh,D2 antagonist,D2 agonist,USP1-UAF1 inh
C=CCn1c(SCC(=O)Nc2cccc(S(=O)(=O)N(C)c3ccccc3)c2)nnc1C1CC1,-0.3,-9%,18,3,6%,-7%,0,-1.1,-5%
FC(F)(F)c1cc(C(F)(F)F)c2ccc(N3CCN(c4ncccn4)CC3)nc2n1,-0.2,13%,-3,7,8%,32%,-1,-0.6,-22%
Cc1ccc(NC(=O)CN2c3ccccc3S(=O)(=O)c3ccccc32)cc1F,1.9,1%,10,0,-17%,12%,.,.,-33%
CC1=C(C(=O)OC(C)C)C(c2c(O)ccc3ccccc23)NC(=O)N1 (centres undefined),0.1,-1%,-1,3,10%,7%,12,0.5,-21%

# More results.
SMILES,TRHR agonist,TrxR1 substrate,TRHR enhancer,PI4K2A inh,IDH1 R132H inh,TrxR1 inh,D2 antagonist,D2 agonist,USP1-UAF1 inh
COc1ccc(CCNC(=O)c2ccccc2-c2ccccc2C(=O)O)cc1OC,1.4,9%[57.1 µM],3,1,2%,11%[57.1 µM],-8,2.8,-6%
CCOC(=O)c1sc(NC(=O)C(CC)OC(=O)c2ccco2)nc1C (centres undefined),-0.4,10%[0.0914 µM],5,-9,5%,12%[57.1 µM],10,1.0,-18%
C=CCN([C@H](C(=O)OC)C(C)C)S(=O)(=O)CCNCc1ccccc1,.,-3%&-2%,.,5,5%,10%&7%,.,.,-18%
CCN1/C(=C2\C(=O)N(c3ccccc3)N=C2C)C=Cc2cc(C)ccc21,-0.8,-22%[57.1 µM],-2,-8,4%,19%[57.1 µM],-2,0.4,-8%
CCn1c(=O)c(=O)[nH]c2cc(C(=O)NC3CC3)ccc21,0.0,-7%,-9,4,-1%,-16%,-3,0.1,-1%
CCOc1ccc(NS(=O)(=O)c2ccc(NC(=O)c3ccccn3)cc2)cc1,2.0,-7%,13,1,-10%,16%,-41,0.6,-2%
C=CCc1c(C)nc2c(OC)cccc2c1Cl,-0.7,-5%[57.1 µM],5,1,5%,0%[57.1 µM],1,-0.3,-18%
COc1cc(C(=O)Nc2nnc(-c3sccc3C)s2)cc(OC)c1OC,-0.7,34%,-2,-6,0%,11%[57.1 µM],-1,-0.2,?
C#CCSc1nnc(-c2sc(-c3ccccc3)nc2C)n1C,-0.1,90%[activator],-7,5,8%,-8%,5,-0.4,-16%
O=c1[nH]c2ccc(S(=O)(=O)Nc3ccccc3O)cc2[nH]1,2.4,4%,3,1,-10%,13%,-3,1.0,-14%
COc1cc(CN2CCCC(N3CCN(c4ccccc4C)CC3)C2)cc(Cl)c1O (centres undefined),0.0,5%,3,1,-1%,10%,7,0.6,-7%
CCn1c(CNC(=O)COc2ccc(C(C)C)cc2)nnc1SCC(=O)Nc1ccccc1C(C)C,-0.6,-7%[57.1 µM],-8,8,0%,9%,2,-0.2,-15%
CCc1cccc(C)c1NC(=O)c1cc(CN2CCCC2)on1,0.2,0%[57.1 µM],-1,-2,-7%,19%[57.1 µM],.,-0.9,3%
CC(Sc1ncc(C(F)(F)F)cc1Cl)C(=O)NC(N)=O (centres undefined),-0.4,-10%[57.1 µM],0,0,4%,17%[57.1 µM],11,2.1,-16%
CCC(C)c1ccc(NC(=O)NCCN2CCCCC2)cc1 (centres undefined),2.0,4%,6,3,-9%,27%,6,1.0,-21%
CC(C)(C)NC(=O)c1cccc(NC(=O)Cc2cccs2)c1,2.7,7%[57.1 µM],-8,0,6%,12%[57.1 µM],-7,1.8,-17%
CC1CC(C)CN(c2oc(-c3ccccc3F)nc2C#N)C1 (centres undefined),-1.0,61%,-4,3,1%,6%[57.1 µM],25,-2.2,-16%
CC1Cc2ccccc2N1C(=O)c1ccc(N2CCCC2)c([N+](=O)[O-])c1 (centres undefined),-0.4,-11%,4,0,-19%,-13%,0,-1.2,-18%
CCN=c1sc(C(=O)Nc2ccccc2)c(C)n1CC,-1.5,5%[57.1 µM],1,-5,-2%,29%[57.1 µM],-10,0.2,10%
Cc1onc(-c2ccccc2)c1C(=O)OCC(=O)Nc1cc(S(=O)(=O)N2CCOCC2)ccc1Cl,0.5,4%,-3,2,7%,16%,-4,3.0,-6%
Cn1c(N)c(C(=O)COC(=O)c2ccc3c(c2)C(=O)N(c2ccc(Cl)cc2)C3=O)c(=O)n(C)c1=O,0.9,9%[57.1 µM],10,2,14%,17%[57.1 µM],1,-0.2,-18%
CCCn1c2ccc(F)cc2c2nnc(NN)nc21,0.1,1%,2,1,-1%,28%,-6,-0.2,?
CC(C)CC(=O)N1CCN(C(=O)CCC2CCCC2)CC1,-0.1,7%[57.1 µM],-4,-1,-4%,19%[57.1 µM],12,0.5,-17%
COc1ccc(CNC(=O)CCCc2nnc3n(C(C)C)c(=O)c4sccc4n23)cc1,-0.2,-5%,6,3,-12%,9%,.,0.8,-5%
O=C(Nc1cc(C(F)(F)F)ccc1Cl)c1cccc(N2C(=O)CCC2=O)c1,-1.2,-15%,-2,-5,0%,-12%,-9,0.2,-4%
CCOC(=O)N1CCC(n2c(=S)[nH]c3ccccc3c2=O)CC1,-0.1,0%[57.1 µM],0,8,1%,-6%[57.1 µM],-2,0.8,-19%
COCCn1c(SCC(=O)Nc2ccccc2F)nnc1-c1ccoc1C,1.1,0%,1,2,3%,8%,4,0.2,-8%
Cc1nc2ccccn2c1C(=O)N/N=C/c1ccccc1Cl,-1.5,6%[57.1 µM],4,5,9%,3%[57.1 µM],-19,-2.2,-15%
O=C(NC1CC1)C1Nc2ccc(OC(F)(F)F)cc2C2C=CCC12 (centres undefined),.,-2%[57.1 µM],.,0,-2%,-1%[57.1 µM],.,.,4%
COc1ccc(N2CCN(C(=O)CN(C)S(=O)(=O)c3cc(C)ccc3OC)CC2)cc1,-0.9,-1%[57.1 µM],0,3,1%,4%[57.1 µM],-11,-2.4,-23%
C/C(=C\c1cc2ccccc2o1)C1Nc2cccc3cccc(c23)N1,-0.1,-1%,0,-7,.,?,-16,1.1,.
CCC1(C)Cc2c(sc3nc4n(c(=O)c23)CCS4)CO1 (centres undefined),0.0,10%[57.1 µM],6,-2,7%,7%,-16,-0.9,-28%
O=C1CN(C(=O)c2ccccc2F)C(c2ccccc2)c2cc(F)ccc2N1 (centres undefined),1.8,-6%,-5,0,0%,-7%,-15,1.1,-21%
CCOC(=O)c1ccc(-c2c(-c3cc(OC)c(OC)c(OC)c3)noc2C)cc1F,0.0,-15%&-5%,-4,4,5%,-26%&24%,16,-0.3,1%
CCOc1ccc(NC(=O)c2cnn3c2NC(c2cccc(OC)c2)=CC3c2ccccc2)cc1 (centres undefined),-0.3,6%[11.4 µM],-3,0,9%,29%,.,0.5,-13%
O=C(OCC(=O)N1c2ccccc2Sc2ccccc21)c1cccnc1,-0.1,1%,4,1,2%,18%,-10,0.1,-13%
COc1ccc(NS(=O)(=O)c2ccc3c(c2)C(C(C)C)C(=O)N3)cc1 (centres undefined),-0.5,0%,11,-1,18%,27%,.,-0.6,-8%
Cn1c(N)c(C(=O)COC(=O)c2ccccc2C(=O)c2ccc(Cl)cc2)c(=O)n(C)c1=O,.,1%,.,-7,11%,11%,.,.,-3%
COc1ccccc1NS(=O)(=O)c1ccc(C)c(C(=O)NC2CCN(Cc3ccccc3)CC2)c1,0.1,-11%,23,5,20%,-12%,77*,0.0,1%
O=C(O)c1cccc(S(=O)(=O)N(Cc2ccccc2)c2ccccc2Cl)c1,1.8,5%,-13,-1,-2%,16%,-20,0.6,-15%
Cc1ccc(Nc2cc(C)nc(N3CCOCC3)n2)cc1,-0.5,8%[57.1 µM],3,1,14%,11%[57.1 µM],15,-0.1,-19%
O=C(O)c1ccccc1Nc1ccccc1C(=O)O,.,5%,.,-8,7%,16%,.,.,-9%
CC(=O)Nc1ccc(OCCOc2ccc(NC(C)=O)cc2)cc1,0.7,8%,1,-3,7%,5%,-29,0.3,-16%

# An unsorted share of the library (roughly 3.9% active in at least one column).
